Screens from PubChem.
E-sel TNF inh – E-selectin induction blockers in HUVEC – imaging, immunofluorescence, high content, primary screen. 120,000 tested, 0.71% active. inhibition, % at 2 µM. HUVEC TNFa-induced E-selectin immunofluorescence;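 active = inhibition above the batch mean plus 3 SD, and confirmed as a hit on visual image review, cut at about 43% in these data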;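 note: 0% = TNF-stimulated DMSO wells and 100% = unstimulated control wells; not every result past the cut was called active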
Yeast growth inh – growth inhibitors of yeast BB579 in restrictive medium, primary screen, yeast lifespan-shortening project, S. cerevisiae; AID 804, 2007; 140,000 tested, 0.51% active; OD615, 48 h; inhibition, % at 10 µM;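 active = inhibition above a set limit, 3 SD over the mean compound inhibition, cut at about 44% in these data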; note: inactives centre near -24
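Material: Saccharomyces cerevisiae DeaD strain BB579, replicative lifespan model yeast; buffer or medium: CSMM-D restrictive synthetic medium containing dextrose (glucose); compound: 10 µM single dose, DMSO 0.25%; timing: 48 h compound exposure at 30 °C after 4 h preincubation; signal: turbidity as optical density at 615 nm; benchmarks: positive control amphotericin B 10 µg/mL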
Measles CPE – compounds protecting cells from measles virus cytopathic effect, primary screen, measles RdRp inhibitor project, single point, MLSMR library, absorbance. Measles virus-infected cells, CPE protection. protection (pct of control), % at 4 µM. AID 841, 2007. 140,000 tested, 1.5% active; in the data active = protection mostly above about 24%, no sharp cut-off; inactive = mostly below about 26%; note: some compounds called inactive have numbers as strong as hits
bCat KO growth – primary screen for growth suppressors in beta-catenin knockout HCT116 cells (colon tumor, human) | HCT116 beta-catenin knockout viability, CellTiter-Glo, 60 h; active compounds read low | viability, % at 10 µM | 140,000 tested, 1.5% active | AID 818, 2007;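 active = viability at or under a set limit, the compound median less 4 SD, cut at about 6% in these data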;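 note: 0% = Hyamine 1622 control at 20 µM and 100% = untreated cell control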
Yeast lifespan up – compounds extending yeast replicative lifespan, primary screen, S. cerevisiae, OD615; S. cerevisiae growth with nicotinamide; deaD strain in restrictive glucose medium; inhibition of the nicotinamide effect, % at 10 µM; 130,000 tested, 0.68% active; AID 775, 2007;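 active = inhibition above a set limit, placed 3 SD over the median of all compounds, cut at about 26% in these data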;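 note: 0% = nicotinamide-treated wells and 100% = cells grown without nicotinamide; some compounds called inactive have numbers as strong as hits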
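System: Modified budding yeast, DeaD strain | Buffer or medium: Restrictive glucose medium | Also added: 1.5 mM nicotinamide | Doses: 10 µM single point, 0.25% DMSO | Schedule: 48 h compound exposure at 30 °C, humidified | Detection: Absorbance at 615 nm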
HCT116 PTEN-null – growth suppression of PTEN-null HCT116, primary screen, cell-based, CellTiter-Glo | viability, % at 10 µM | HCT116 PTEN-null viability, 60 h; active compounds read low | 140,000 tested, 1.2% active;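 active = viability at or below a set limit, 4 SD under the median of all tested compounds, cut at about 3.7% in these data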;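 note: PTEN knockout HCT116 line with beta catenin targeted HCT116 as companion control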
GALR2 blocker – GALR2 antagonists in receptor-expressing cells, primary screen; Galanin receptor type 2 (Homo sapiens), O43603; antagonist mode; inhibition, % at 4 µM; 140,000 tested, 0.39% active; AID 828, 2007; in the data active = inhibition above about 27%;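 note: cells stimulated with galanin 1-16 at roughly its EC80; 0% = agonist challenge control and 100% = basal control without agonist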
Target sequence (O43603 whole entry, looked up): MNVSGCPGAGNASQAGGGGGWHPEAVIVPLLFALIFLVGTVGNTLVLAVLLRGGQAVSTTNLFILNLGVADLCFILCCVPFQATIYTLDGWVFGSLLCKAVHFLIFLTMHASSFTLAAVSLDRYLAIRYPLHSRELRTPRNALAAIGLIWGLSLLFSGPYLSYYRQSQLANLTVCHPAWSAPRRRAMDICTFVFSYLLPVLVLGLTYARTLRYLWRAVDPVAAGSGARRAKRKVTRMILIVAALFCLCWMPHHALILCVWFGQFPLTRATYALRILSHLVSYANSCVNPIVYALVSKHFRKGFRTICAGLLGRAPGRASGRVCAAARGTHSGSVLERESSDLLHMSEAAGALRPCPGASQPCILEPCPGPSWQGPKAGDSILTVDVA
Phagocytosis inh – inhibitors of macrophage phagocytosis, primary screen, imaging, J774A.1 cells, IgG beads | 110,000 tested, 0.07% active | inhibition, % at 5 µM | AID 1029, 2008 | J774A.1 macrophage IgG-bead phagocytosis;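 active = inhibition above the mean of the plate negative controls plus 5 SD, cut at about 13% in these data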;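 note: phagocytic index as fraction of beads internalized from green versus red external bead signal; plate controls were DMSO negative control for no effect and cytochalasin-D positive control for full effect; some results beyond the cut were filed as inactive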
NPY Y2 blocker – NPY-Y2 receptor antagonists, primary screen, cell-based | Neuropeptide Y receptor type 2 (Homo sapiens), P49146 | NPY-Y2 expressing cells, antagonist mode | inhibition, % at 2.7 µM | 140,000 tested, 0.99% active | AID 793, 2007; in the data active = inhibition above about 17%;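 note: 0% = vehicle with agonist challenge and 100% = reference antagonist with challenge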
Target sequence (P49146 whole entry, looked up): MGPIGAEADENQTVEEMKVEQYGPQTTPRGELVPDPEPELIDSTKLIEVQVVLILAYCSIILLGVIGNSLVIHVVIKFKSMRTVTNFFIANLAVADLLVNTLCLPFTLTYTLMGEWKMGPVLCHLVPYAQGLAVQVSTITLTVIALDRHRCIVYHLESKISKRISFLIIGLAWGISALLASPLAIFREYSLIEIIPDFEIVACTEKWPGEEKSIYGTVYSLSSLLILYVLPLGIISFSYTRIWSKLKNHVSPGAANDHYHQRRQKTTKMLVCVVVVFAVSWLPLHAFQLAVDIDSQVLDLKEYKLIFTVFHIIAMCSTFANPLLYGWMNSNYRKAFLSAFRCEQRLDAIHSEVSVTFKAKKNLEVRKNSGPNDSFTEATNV
MRP1 act – H69AR viability gain despite doxorubicin, primary screen, MRP-1 activator project, H69AR cells, CellTiter-Glo | viability rescue | viability increase, % at 10 µM | 140,000 tested, 0.61% active;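 active = viability gain under doxorubicin at or above a set limit, the compound median plus 3 SD, cut at about 4.7% in these data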;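 note: MRP-1 overexpressing cells given doxorubicin 25 µM after compound pretreatment; 18-22 h compound pretreatment then 72 h with doxorubicin before readout; 0% = doxorubicin-only wells and 100% = vehicle-treated cells without doxorubicin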
* = called active by the depositor; · = not tested or not shown. An unsorted share of the library (roughly 6.2% active in at least one column).

SMILES | E-sel TNF inh | Yeast growth inh | Measles CPE | bCat KO growth | Yeast lifespan up | HCT116 PTEN-null | GALR2 blocker | Phagocytosis inh | NPY Y2 blocker | MRP1 act
COc1ccccc1NS(=O)(=O)c1cc(NC(=O)c2cccs2)ccc1N1CCCCC1 | · | -22 | 10 | 72 | 5 | 75 | 3 | -1 | -2 | 2.3
Cc1cc(Br)c2c(c1)C(O)(N1CCCCC1C)C(=O)N2 (stereo not given) | 2 | 0 | 9 | 82 | 4 | 91 | 2 | -2 | 0 | -1.6
CCOC(=O)C1CCCN(CC(=O)NC2=Nc3ccccc3N=C(C)C2c2ccccc2)C1 (stereo not given) | -32 | -49 | 15 | 105 | -17 | 103 | 12 | 0 | 1 | -1.4
C=C(C)Cn1c(=O)c(NC(=O)c2ccccc2)c2n(c1=S)CCC2 | 3 | 4 | 7 | 92 | -14 | 95 | -12 | -2 | 1 | -2.7
COc1ccc(S(=O)(=O)NNC(=O)C2Cc3c(ccc4ccccc34)O2)cc1 (stereo not given) | 2 | -51 | 14 | 87 | -2 | 77 | 18 | · | 2 | -3.0
COc1ccc(-c2nnc(SCc3cc(C)cc(C)c3)o2)cc1 | · | 4 | 21 | 81 | -14 | 79 | -10 | 0 | 12 | 0.0
O=C(CN1CCN(c2ccc(Cl)cc2)CC1)Nc1cccc(F)c1 | -32 | -32 | 8 | 83 | -17 | 85 | -4 | 2 | 11 | -2.6
CCOC(=O)C1=C(C)NC(SC)=NC1c1ccccc1 (stereo not given) | -15 | -17 | 8 | 97 | · | 85 | 2 | · | 1 | -2.6
O=C(COC(=O)c1ccc2c(c1)OCCO2)NCCC1=CCCCC1 | -6 | -42 | 10 | 101 | -8 | 104 | -2 | 0 | 5 | 0.3
CCOC(=O)Cc1csc(NC(=O)CSc2nnc(Cc3csc(N)n3)n2C)n1 | -12 | -1 | 16 | 105 | 0 | 97 | 8 | 0 | 1 | -1.7
O=C(CCn1[nH]c(=O)c2ccccc2c1=O)NCCO | -1 | -20 | 15 | 86 | -5 | 85 | 12 | -1 | 6 | -0.1
CC(C)CN=Cc1c(O)c([N+](=O)[O-])cc2oc3c(c12)CCCC3 | · | 68* | 7 | 102 | 21 | 103 | 6 | -9 | -2 | -2.8
COc1ccccc1C1CC(=O)NC(C)=C1C(=O)OCC(C)C (stereo not given) | -1 | -13 | 3 | 72 | -10 | 81 | -13 | · | 2 | -2.7
Cc1c(CN(C)C)c2c(n1C)C(=O)c1ccc(Br)cc1-2 | 23 | -8 | 3 | 68 | -11 | 68 | -6 | -2 | 1 | -3.4
CCc1c(C)c2nncn2[nH]c1=O | 21 | -29 | 41 | 96 | 2 | 101 | -1 | 1 | 3 | -0.2
Cc1cc(C)nc(SCC(=O)c2ccc([N+](=O)[O-])cc2)n1 | 30 | -31 | 11 | 96 | -12 | 82 | -9 | 0 | 0 | -1.5
CCOc1ccc(NC(=S)N2CCC(N(C)CCN3CCOCC3)CC2)cc1 | -2 | -14 | 7 | 102 | 5 | 95 | 2 | -9 | 7 | -1.4
Cn1c(N)c(C(=O)COC(=O)CNS(=O)(=O)c2ccc(Cl)c(Cl)c2)c(=O)n(C)c1=O | · | -6 | 7 | 93 | 5 | 89 | 1 | -4 | 2 | 0.4
O=C(NCCOc1nc(N2CCOCC2)nc(N2CCOCC2)n1)Nc1ccc(Cl)cc1 | -4 | -52 | 7 | 91 | -17 | 88 | 2 | 0 | -2 | -1.5
COc1ccc(C(=O)Nc2ccc3c(c2)OCCO3)cc1 | 4 | -15 | 6 | 76 | · | 71 | 0 | · | -1 | -1.5
CN(C1CCCC1)C1CCN(C(=O)CNC(=O)/C=C/c2ccc(F)cc2)CC1 | 31 | -2 | 5 | 97 | 0 | 100 | -11 | -3 | 1 | -2.7
C=CCS(=O)(=O)c1nc2ccccc2s1 | 11 | -9 | 9 | 11 | 21 | 24 | 20 | 3 | 3 | -5.4
Cc1ccc(CSc2nnc(C(F)(F)F)n2Cc2ccc(F)cc2)cc1 | · | -31 | 11 | 81 | -17 | 75 | -7 | · | 11 | -2.6
N#Cc1cc2ccc(N3CCOCC3)cc2cc1C#N | -23 | -20 | 5 | 79 | -31 | 72 | 0 | -2 | 2 | -3.8
C/C(=N/NC(=O)Cc1cc(=O)[nH][nH]1)c1ccc([N+](=O)[O-])cc1 | 7 | -9 | 8 | 90 | 0 | 85 | 7 | 0 | 2 | 1.9
CCOc1cc(C2NC(=O)NC(C)=C2C(=O)OCc2ccccc2)ccc1O (stereo not given) | -2 | -23 | 47* | 83 | -14 | 93 | -18 | 0 | 3 | -0.1
CCCC(=O)NCCCc1nc2ccccc2[nH]1 | -8 | -14 | 22 | 87 | 1 | 96 | 10 | 0 | 1 | 0.4
CCn1c2ccccc2c2cc(/C=N/n3cnnc3)ccc21 | 32 | -6 | 15 | 91 | -23 | 78 | 2 | 0 | 3 | -2.5
CCOC(=O)CSc1nnc(CNC(=O)c2ccc(OC)cc2)n1Cc1ccccc1 | · | -60 | 12 | 107 | -9 | 101 | 4 | · | 0 | 0.5
CCN(C(=O)COC(=O)c1cccnc1SC)C1CCS(=O)(=O)C1 (stereo not given) | -2 | -32 | 13 | 88 | -10 | 93 | 4 | -1 | 1 | -2.1
COC(=O)[C@@H](NC(=O)N1CCN(c2cccc(C(F)(F)F)c2)CC1)C(C)C | -7 | 6 | 7 | 94 | -20 | 97 | -9 | -1 | -2 | 2.3
O=C1NCCCN1Cc1ccc(F)cc1Cl | -33 | 13 | 17 | 93 | -17 | 91 | -7 | · | 0 | -1.4
CC1(C)CC(=O)C(Sc2nnc(-c3ccc(O)cc3)n2CC2CCCO2)C(=O)C1 (stereo not given) | -3 | 13 | 8 | 97 | -6 | 96 | 5 | 0 | -2 | 0.1
Cc1cc(C)n(-c2cc(N3CCOCC3)ncn2)n1 | · | 5 | 2 | 92 | -4 | 94 | -7 | · | 2 | -3.0
O=C(NCc1ccccc1)C1CCN(S(=O)(=O)N2CCOCC2)CC1 | -5 | 3 | 8 | 98 | -10 | 109 | 11 | -2 | -2 | 0.2
Cc1occc1C(=O)NNC(=S)Nc1ccccc1C(F)(F)F | -5 | 9 | 22 | 106 | 3 | 109 | 3 | -4 | 4 | -1.3
COc1ccc(C2C3=C(CC(C)(C)CC3=O)Nc3c2c(=O)[nH]c(=O)n3Cc2ccccc2)cc1 (stereo not given) | 30 | -12 | 9 | 92 | 3 | 87 | 5 | 0 | 1 | -3.6
COC(=O)C(/C=N/OCc1ccc([N+](=O)[O-])cc1)NC(=O)c1ccccc1 (stereo not given) | 5 | -4 | 19 | 101 | -8 | 107 | -4 | -1 | 2 | -1.1
CCOc1cc(/C=C2\N=C(SC)SC2=O)cc([N+](=O)[O-])c1OC(C)=O | · | -22 | 11 | 90 | -6 | 98 | -27 | -2 | -3 | -2.3
CNS(=O)(=O)c1cc(OC)ccc1OC | 24 | -14 | 4 | 93 | 2 | 98 | 2 | -1 | -2 | -0.8
O=C(N/N=C\c1ccc(F)cc1)c1ccc(Cn2cc(Br)c([N+](=O)[O-])n2)o1 | · | 3 | 2 | 80 | -3 | 89 | 1 | 2 | -3 | -2.6
CCN(CC)CCCOc1nc(C)nc2c1oc1ccccc12 | -8 | -17 | 3 | 92 | -8 | 83 | 1 | 0 | 3 | -0.5
CCCCN1C(=O)NC(NC(C)=O)(C(F)(F)F)C1=O (stereo not given) | -16 | -38 | 26 | 95 | 4 | 97 | 1 | 0 | 4 | -1.0
O=C(c1cc(-c2ccncc2)nc2ccccc12)N1CCN(c2ccccn2)CC1 | -26 | -53 | 9 | 26 | 4 | 20 | 6 | 1 | 4 | -5.2
COCCNC(=O)COC(=O)CSCc1nc2ccccc2s1 | · | -25 | 8 | 93 | -5 | 97 | 8 | -1 | 2 | -2.5
CCOC(=O)N1CCC(n2c(SCC(=O)NCc3ccco3)nc3ccsc3c2=O)CC1 | 5 | -35 | 16 | 80 | -4 | 84 | -3 | 5 | 4 | -4.5
COc1cccc(-c2ccc(C#N)c(SCC(=O)NCCc3ccccc3)n2)c1 | -21 | -6 | 26 | 98 | 8 | 90 | 4 | -7 | 2 | -2.3
Cc1occc(=O)c1OC(=O)Nc1ccc(Cl)c(Cl)c1 | -8 | -44 | 9 | 7 | -3 | 6 | 4 | -2 | -1 | -4.7
CCCCn1c(SCc2nc(N)nc(N3CCCCC3)n2)nc2c1c(=O)n(C)c(=O)n2C | 10 | -39 | 21 | 90 | -4 | 94 | -5 | -3 | -1 | -1.9
O=C(c1ccc(C(F)(F)F)cc1)N1CCCCC1 | 14 | -30 | 6 | 92 | -11 | 86 | -1 | -3 | -1 | -2.1
CCOc1ccccc1OCCCNCc1ccco1 | 24 | -1 | 15 | 85 | 3 | 102 | 12 | -6 | 4 | -2.1
O=C(Nc1sc2c(c1C(=O)c1ccc(Cl)cc1)CCCC2)c1cccnc1 | -9 | -56 | 6 | 83 | 18 | 77 | -3 | 0 | 7 | 1.7
C=CCN=C(C)C1=C(O)CCC1=O | 17 | -9 | 22 | 88 | -9 | 96 | -1 | -1 | -3 | 0.0
CCOC(=O)c1c(C)[nH]c(O)c1C=Nc1ccc(Cl)cc1 | -2 | -82 | 1 | 90 | -17 | 89 | -8 | · | 5 | -2.7
CC(=O)CCC(=O)c1ccc2ccccc2c1 | · | -24 | 13 | 100 | -7 | 100 | 10 | -4 | 8 | 0.5
Cc1nc2ccc(Cl)cc2nc(C)/c1=N\O | · | -21 | 6 | 98 | -4 | 100 | 18 | 0 | 3 | -5.1
Cc1ccc(CNC(=O)[C@@H]2CCC(=O)N2Cc2ccco2)cc1 | 0 | -60 | 22 | 101 | -4 | 92 | 1 | -2 | 2 | 0.1
COc1cc(C(=O)NCCOc2ccccc2)c(Br)c(OC)c1OC | -25 | -28 | 5 | 98 | -18 | 95 | 2 | 0 | 7 | -1.8

Grouped by structure: the compounds so far with a cyano group (2)
SMILES | E-sel TNF inh | Yeast growth inh | Measles CPE | bCat KO growth | Yeast lifespan up | HCT116 PTEN-null | GALR2 blocker | Phagocytosis inh | NPY Y2 blocker | MRP1 act
N#Cc1cc2ccc(N3CCOCC3)cc2cc1C#N | -23 | -20 | 5 | 79 | -31 | 72 | 0 | -2 | 2 | -3.8
COc1cccc(-c2ccc(C#N)c(SCC(=O)NCCc3ccccc3)n2)c1 | -21 | -6 | 26 | 98 | 8 | 90 | 4 | -7 | 2 | -2.3
